Compound activity: PubChem BioAssay, several laboratories
GC-A act: GC-A (human) enzyme activation; P16066; HEK293 GC-A cells, cGMP TR-FRET, EC30 ANP; 0% at EC30 ANP, 100% saturating ANP; activation, % at 10 µM; 370,000 tested, 0.14% active; in the data active = activation above about 40%
DAX1 inh-1: DAX1 (NR0B1) inhibition, primary screen. AID 652010. inhibition, % at 6.8 µM. HEK293T StAR-luciferase reporter, SF-1/DAX-1 repression relief. 370,000 tested, 1.1% active;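 active = inhibition above the mean over all tested compounds plus 3 SD, cut at about 3.6% in these data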;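 also: 0% = DAX-1 cells with DMSO and 100% = cells lacking DAX-1 with DMSO; higher inhibition means more luminescence from relief of DAX-1 repression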
DAX1 inh-2: inhibitors of human orphan nuclear receptor DAX1 (NR0B1). P51843. HEK293 Gal4-DAX1 luciferase reporter, luminescence. inhibition, % at 6.75 µM. 340,000 tested, 0.99% active. AID 504766;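 active = inhibition above the mean over all tested compounds plus 3 SD, cut at about 4.2% in these data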;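 also: 0% = DAX1-transfected cells with DMSO and 100% = empty-vector control cells with DMSO; inhibition shows as a rise in luminescence from relieved DAX1 repression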
NPR2 activator: GC-B (human) receptor activation; P20594; HEK293-GC-B cells, CNP EC30, cGMP TR-FRET; 0% at EC30 CNP, 100% saturating CNP; activation, % at 10 µM; 370,000 tested, 0.11% active; AID 1920062;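 active = activation at 10 µM reaching about 35% in either raw or pattern-adjusted values, limit read from the data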
hcDAF-12 act: activates DAF-12 receptor from parasite H. contortus. HEK293 hcDAF-12 lit1-tk-luc reporter, luminescence; 0% DMSO, 100% Δ7-dafachronic acid. activation, % at 6.8 µM. 370,000 tested, 1.4% active;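 active = activation above the mean of all tested compounds plus 3 SD, cut at about 5.5% in these data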;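 also: 100% = response to 3 µM Δ7-dafachronic acid high control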
SMARCA2 activ: increases SMARCA2 function in MMTV reporter cells; activation, % at 9.1 µM; AID 652017; MG213 cells, MMTV-luciferase reporter, dexamethasone, overnight; 370,000 tested, 1% active; in the data active = activation above about 7.8%;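 also: 0% = vehicle wells and 100% = reference activator wells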
ssDAF12 agonist: activates DAF-12 receptor from parasite S. stercoralis. HEK293 ssDAF-12/GRIP1 lit1-tk-luc reporter, luminescence; % of 3 µM dafachronic acid response. activation, % at 6.8 µM. AID 652126. 370,000 tested, 1% active;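 active = activation above the mean over all tested compounds plus 3 SD, cut at about 0.9% in these data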;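 also: 0% = DMSO-only wells and 100% = 3 µM delta7-dafachronic acid wells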
hgDAF12 agonist: activates the H. glycines DAF-12 receptor ligand-binding domain; HEK293 GAL4-hgDAF12 UAS-luciferase reporter, agonist luminescence; normalized to butyrate control; activation, % at 6.8 µM; 370,000 tested, 1.8% active;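 active = activation above a cutoff set at the mean of all screened compounds plus 3 SD, cut at about 10% in these data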;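 also: 0% = DMSO wells and 100% = sodium butyrate wells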
sPLA2-III inh: Inhibits HGIII-sPLA2 liposome hydrolysis, primary screen | Q9NZ20 | QFRET BODIPY PC-A2 liposome hydrolysis, fluorescence | inhibition, % at 12.2 µM | 370,000 tested, 0.56% active;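 active = inhibition above mean plus 3 SD of compounds lying within the high and low control bounds, cut at about 19% in these data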;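 also: 0% = median of test compound wells and 100% = no enzyme DMSO wells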
Target sequence (Q9NZ20 whole entry, looked up): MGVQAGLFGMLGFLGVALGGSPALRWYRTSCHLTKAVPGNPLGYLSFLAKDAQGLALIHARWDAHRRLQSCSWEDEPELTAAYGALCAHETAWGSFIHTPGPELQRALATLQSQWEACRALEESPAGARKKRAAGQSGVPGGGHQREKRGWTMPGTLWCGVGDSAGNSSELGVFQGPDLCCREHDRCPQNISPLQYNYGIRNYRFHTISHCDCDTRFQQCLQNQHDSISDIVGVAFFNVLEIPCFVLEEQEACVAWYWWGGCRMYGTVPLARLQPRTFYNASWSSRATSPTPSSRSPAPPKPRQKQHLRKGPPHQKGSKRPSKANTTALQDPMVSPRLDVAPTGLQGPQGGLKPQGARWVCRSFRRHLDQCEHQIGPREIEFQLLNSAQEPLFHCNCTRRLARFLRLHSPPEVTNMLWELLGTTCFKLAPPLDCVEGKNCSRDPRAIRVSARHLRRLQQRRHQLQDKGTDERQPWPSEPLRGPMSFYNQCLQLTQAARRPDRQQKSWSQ
FXN GAA850 act: frataxin GAA850 promoter activation; activation, % at 6 µM; HEK293 lucGAA850 FXN promoter luciferase reporter, 24 h; percent of 10 µM SAHA response; 360,000 tested, 0.56% active;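 active = activation above the average of all compounds screened plus 3 SD, cutoff fixed separately per campaign, cut at about 7.5% in these data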;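 also: 0% = DMSO wells and 100% = 10 µM SAHA wells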
KLK7 zymogen act: activates the human kallikrein-7 zymogen. purified proKLK7, EDANS-DABCYL substrate fluorescence; 100% is mature enzyme control, 0% vehicle. 370,000 tested, 0.9% active. AID 652039. activation, % at 7 µM;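 active = activation above the mean of all tested compounds plus 3 SD, computed per campaign excluding outliers beyond control limits, cut at about 13% in these data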
Target sequence (P49862 whole entry, looked up): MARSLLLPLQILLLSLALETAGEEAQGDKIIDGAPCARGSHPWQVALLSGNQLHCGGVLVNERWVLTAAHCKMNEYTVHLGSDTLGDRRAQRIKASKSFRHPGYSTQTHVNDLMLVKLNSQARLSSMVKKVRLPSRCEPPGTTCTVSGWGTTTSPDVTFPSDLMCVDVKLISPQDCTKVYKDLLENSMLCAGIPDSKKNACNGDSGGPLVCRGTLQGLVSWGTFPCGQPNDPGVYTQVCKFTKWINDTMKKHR
* marks the source's active call; other numbers are inactive results; . = not tested or not shown.

SMILES	GC-A act	DAX1 inh-1	DAX1 inh-2	NPR2 activator	hcDAF-12 act	SMARCA2 activ	ssDAF12 agonist	hgDAF12 agonist	sPLA2-III inh	FXN GAA850 act	KLK7 zymogen act
O=C(Nc1ccc(F)cc1)C(Cc1ccccc1)n1cccc1 (stereo unspecified)	3	-0.2	0.4	8	0.7	-2	-2.4	2.8	-47	-1.4	-0.1
COc1ccccc1NC=C1C(=O)OC(C)(C)OC1=O	-2	0.0	0.1	1	-1.5	3	-1.5	0.4	8	0.6	-0.6
CCCCNC(=O)NS(=O)(=O)c1ccc(NC(=O)CSc2nnc(-c3ccc(Cl)cc3)n2N)cc1	2	-1.1	.	-1	3.7	-2	-1.0	0.3	8	.	-0.3
COc1ccc(C(=O)NC(=S)NCC2CCCO2)cc1 (stereo unspecified)	-1	0.3	1.2	2	0.7	11*	-0.4	1.7	8	1.0	-0.1
COc1ccccc1CNc1ccc(Br)cn1	-7	0.8	0.3	-9	0.8	4	-0.9	8.1	1	4.2	-0.4
CSc1ccc(CN2CCC(Oc3ccc(C(=O)N4CCCC4)cc3)CC2)cc1	-1	-2.3	-0.9	0	-1.8	-3	-1.4	0.1	-13	-0.9	0.3
c1ccc(CSc2nc3ccccc3[nH]2)cc1	-1	3.8*	3.2	-11	8.6*	2	0.6	22*	-5	7.9*	0.2
CCOC(=O)C(C)Sc1ncc(OC)c(Sc2ccc(Cl)cc2)n1 (stereo unspecified)	-2	-1.2	2.2	-3	-2.7	-2	-2.1	-1.5	-11	-2.6	0.5
Cc1ccccc1P(=O)(CO)c1ccccc1C	9	-0.1	-1.3	-1	-1.5	0	-1.0	0.1	4	1.4	0.0
CC(C)Oc1ccc(C(=O)CCN2CCCCC2)cc1	13	-0.2	0.4	-8	-1.9	0	-0.8	-0.6	4	-3.2	-1.0
O=C(Nc1cc([N+](=O)[O-])ccc1O)c1ccc2c(c1)C(=O)N(Cc1ccco1)C2=O	-1	0.7	0.0	-3	2.9	1	-0.8	0.6	-12	-1.2	0.3
Cc1ccc(-c2nn(C)c(=O)c3ccccc23)cc1CNS(C)(=O)=O	-1	-0.5	1.1	-3	-1.2	0	-1.4	-1.0	-10	5.7	0.0
CCOC(=O)N1CCC(NC(=O)C(NS(=O)(=O)c2cccc3nsnc23)c2ccccc2)CC1 (stereo unspecified)	1	-0.3	2.1	2	0.2	3	-1.1	-3.7	-1	0.4	-0.1
CCN(CC)S(=O)(=O)c1cccc(-c2nnc(SCC(=O)c3cc(C)n(C4CC4)c3C)o2)c1	-5	-0.1	0.0	-2	-2.6	-1	-0.7	-1.8	-3	0.3	-0.3
CC(=O)Nc1c([N+](=O)[O-])cc2[nH]c(=O)[nH]c2c1[N+](=O)[O-]	3	-0.2	0.1	-2	-1.1	-4	-1.0	0.1	9	-1.5	3.1
COc1ccc(-c2nn(-c3ccccc3)cc2CNC[C@H]2O[C@@H](n3cnc4c(=O)[nH]c(N)nc43)[C@H](O)[C@@H]2O)cc1	3	-0.2	.	7	-1.6	-4	-0.9	0.0	12	.	0.7
Cc1ccc(N2CC(C(=O)Nc3ccncc3)CC2=O)cc1 (stereo unspecified)	-6	-0.3	1.6	2	0.2	-1	-0.6	-2.0	-1	1.3	0.4
Cc1cc(=O)oc2c1c(C)nn2-c1cccc(Cl)c1	-3	-1.1	0.8	-5	-1.3	-1	-0.8	-4.0	4	0.3	-0.2
Cc1ccc(S(=O)(=O)N2CCN(C(=O)COC(=O)c3cncc(Br)c3)CC2)c(C)c1	-6	-0.3	0.3	-3	-0.9	6	-0.7	2.3	4	-1.6	-0.6
Cc1nc(NC(=O)C2CCCCC2C(=O)O)sc1C (stereo unspecified)	-1	1.9	0.0	1	0.6	-3	-1.2	2.4	3	1.8	0.3
Cc1ccc(-c2cc(C(=O)Nc3ccc(S(=O)(=O)Nc4onc(C)c4C)cc3)c3ccccc3n2)cc1	-4	-0.5	2.7	-8	0.5	1	0.6	-0.7	-33	0.7	-0.2
CN(Cc1nc2ccccc2c(=O)[nH]1)c1ccccc1	-2	0.1	5.3*	2	3.4	-1	-0.3	2.5	2	-3.0	-1.1
Cn1ccnc1-c1nnn(-c2ccc(Cl)c(Cl)c2)n1	-1	0.3	0.0	0	0.7	0	-0.9	1.3	3	0.3	0.0
O=C(NCCCO)c1ccc2[nH]c3c(c2c1)CCCC3	-3	0.7	0.3	-6	-1.2	1	-0.7	2.8	4	3.9	2.4
CC(C)c1ccc(/C=c2\sc3n(c2=O)C(N)=C(C#N)C(c2ccc(C(C)C)cc2)C=3C(N)=O)cc1 (stereo unspecified)	1	0.4	-1.0	7	1.6	-3	-0.3	0.1	-9	2.2	0.6
C[C@H](NS(=O)(=O)c1ccc(Cl)c(Cl)c1)C(=O)OCc1cc(=O)n2cc(Br)ccc2n1	-2	0.1	-0.9	2	-0.7	5	-0.5	3.9	-9	1.5	1.3
CC(Sc1ccsc1[N+](=O)[O-])C(=O)NCc1ccccc1 (stereo unspecified)	-9	-0.8	.	1	-0.8	-1	-1.7	1.8	2	.	-1.3
COCCNC(=S)N(CCc1c(C)[nH]c2ccc(C)cc12)Cc1cc(OC)c(OC)c(OC)c1	-4	1.2	0.1	-11	-0.9	-2	-1.4	-3.6	-7	-0.8	-0.2
Cc1nc2ccc(S(=O)(=O)NC(C(=O)NC3CCCC3)C(C)C)cc2s1 (stereo unspecified)	-2	-0.1	2.8	2	-0.6	-1	-0.8	0.8	1	-2.9	0.3
CC(C)c1cc(NC(=O)CSc2nnc(-c3ccccc3F)n2C)on1	2	0.2	1.2	-2	-1.2	-1	-1.4	-1.0	0	-0.2	0.2

Laid out differently: results already given
Every second line gives: GC-A act	DAX1 inh-1	DAX1 inh-2	NPR2 activator	hcDAF-12 act	SMARCA2 activ	ssDAF12 agonist	hgDAF12 agonist	sPLA2-III inh	FXN GAA850 act	KLK7 zymogen act
- Cc1nc(NC(=O)C2CCCCC2C(=O)O)sc1C (stereo unspecified)
    -1	1.9	0.0	1	0.6	-3	-1.2	2.4	3	1.8	0.3
- CC(C)c1cc(NC(=O)CSc2nnc(-c3ccccc3F)n2C)on1
    2	0.2	1.2	-2	-1.2	-1	-1.4	-1.0	0	-0.2	0.2

(list continues)
SMILES	GC-A act	DAX1 inh-1	DAX1 inh-2	NPR2 activator	hcDAF-12 act	SMARCA2 activ	ssDAF12 agonist	hgDAF12 agonist	sPLA2-III inh	FXN GAA850 act	KLK7 zymogen act
Cc1noc(C)c1C(=O)N1CCC1(C)C(=O)NS(=O)(=O)c1ccc(C#N)cc1 (stereo unspecified)	3	-0.5	.	-3	-1.3	-3	-0.9	0.3	10	1.7	0.5
COc1ccccc1Nc1nc2nonc2nc1N1CCCCC1C (stereo unspecified)	5	-0.4	0.1	6	-0.1	-2	-1.0	0.1	6	0.4	0.1
O=C(CSc1n[nH]c(-c2ccccc2)n1)Nc1ncc(Br)cc1Br	-5	-0.7	-0.9	-2	-0.8	0	-1.7	2.2	-19	-0.5	-0.2
CC1(C(=O)NS(=O)(=O)c2ccccc2Cl)CCN1C(=O)CC(c1ccccc1)c1ccccc1 (stereo unspecified)	0	-0.4	.	2	-1.3	-4	-0.7	-3.0	-21	2.9	0.6
CC(C)OC(=O)NCCOC(=O)Nc1cccc(Cl)c1	3	-0.2	0.1	-2	-1.4	-2	-1.6	0.3	-5	1.3	0.1
O=C(NC1=NCCS1)[C@H](Cc1ccccc1)N1C(=O)c2ccccc2C1=O	-1	0.5	-0.8	-1	0.2	2	0.6	1.5	-7	-0.4	0.5
CCc1ccc(OCC(=O)NN2Cc3ccccc3C2=N)cc1	-3	0.6	0.4	1	-0.9	-1	-0.9	0.2	-4	0.6	-0.3
CCOC(=O)N1CCN(C(=O)COC(=O)CNC(=O)c2ccc(Cl)cc2Cl)CC1	-2	0.3	0.7	-1	0.5	0	-0.6	2.0	0	-1.0	-0.3
O=C1CN(C(=O)COC(=O)/C=C/c2ccc(S(=O)(=O)N3CCOCC3)cc2)c2ccccc2N1	-1	-0.1	1.7	-8	-0.7	-3	-1.2	-3.1	-2	-1.4	-0.2
CCOc1cc(NCCN2CCOCC2)c([N+](=O)[O-])cc1OCC	-4	-0.5	-0.6	0	0.2	0	-0.4	1.7	1	1.6	0.2
O=S(=O)([N-]c1nc2ccccc2nc1-[n+]1ccc(CCCc2ccccc2)cc1)c1cccs1	-1	0.1	-0.2	-1	-1.4	-1	-1.3	3.2	-18	3.0	-0.1
COc1cccc(COC(=O)c2cc(S(=O)(=O)N3CCOCC3)ccc2Cl)c1OC	0	-0.5	-0.2	-1	-0.4	-2	-1.8	-2.1	-5	0.3	0.3
O=C(O)CC1=C(O)C(=O)N(c2ccccc2)C1c1ccc(Br)cc1 (stereo unspecified)	5	0.2	-1.1	0	0.4	0	-0.6	-0.1	-4	0.8	-0.5
Cc1ccc(C)c(S(=O)(=O)Nc2ccc(C(=O)NCCCN(C)C)cc2)c1	1	-0.9	1.1	2	2.5	-2	-0.9	-1.2	3	3.4	-0.2
Cc1ccc2cc(CN(Cc3ccco3)C(=O)c3ccco3)c3nnnn3c2c1	1	-0.3	-0.5	0	0.7	1	-0.6	-0.4	-3	2.9	0.5
CCn1ccnc1CN(C)C(=O)C1CCC(=O)N(CCc2cccc(F)c2)C1 (stereo unspecified)	2	0.3	-0.2	2	0.0	-2	-1.6	-0.8	5	0.5	-0.1
Cc1cc(=O)oc2cc(OCc3nnc(-c4ccccc4Br)o3)ccc12	1	-0.5	-0.4	-1	-1.6	-2	-1.4	2.1	-6	-2.5	-11
O=C(NCC1CCCO1)c1sc(=S)n2c1[nH]c(=O)c1ccc(C(=O)N3CCCCC3)cc12 (stereo unspecified)	16	0.5	-0.5	1	-1.1	-5	-0.7	-2.0	-10	0.5	0.7
